Assay outcomes as filed in PubChem.
NCOA2 inhibitor – inhibition of GAL4-SRC2 driven luciferase reporter, primary screen, SRC2 inhibitor project, cell-based, luminescence; Nuclear receptor coactivator 2 (Homo sapiens), Q15596; HEK293 GAL4-SRC2 luciferase reporter; inhibition, % at 9 µM; 0.17% of 370,000 active; AID 651957, 2012;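 active means inhibition above the mean inhibition of all tested compounds plus 3 SD, set per campaign, cut at about 52% in these data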;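 further: 0% = DMSO treated cells and 100% = cells given Gossypol at 36 µM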
m5-HT2A agonist – mouse Htr2a agonists via beta-arrestin recruitment, primary screen, cell-based, luminescence | 5-hydroxytryptamine receptor 2A (Mus musculus), P35363 | 0.66% of 360,000 active | CHO-K1 mHTR2A beta-arrestin complementation; percent of 30 µM serotonin response | activation, % at 7.6 µM;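 active means activation above a run cutoff, the mean activation of all tested compounds plus 3 SD, cut at about 14% in these data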;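 further: 0% = plate median of compound wells and 100% = 30 µM serotonin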
Cardio protect – cardioprotection against H2O2-induced cell death, primary screen, uHTS, H9c2 cells, ATPLite luminescence; H9c2 cardiomyocytes, H2O2 injury protection, 2 h; protection from H2O2 cell death, % at 20 µM; 0.63% of 360,000 active; AID 588492, 2011;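 active means compounds giving at least 50% protection of heart cells from peroxide-induced death in the single-dose screen, raw or plate-pattern-corrected value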;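 further: 0% = DMSO wells with peroxide and 100% = DMSO wells without peroxide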
MC4R antagonist – MC4R antagonists of cAMP signaling, primary screen, cell-based, TR-FRET, antagonist arm of biased-ligand search; Melanocortin receptor 4 (Homo sapiens), P32245; inhibition, % at 6.5 µM; 0.48% of 360,000 active; AID 540295, 2011; MC4R-expressing cells, MTII-stimulated cAMP, LANCE TR-FRET;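 active means inhibition above its plate's cutoff, the mean of tested wells on that plate plus 3 SD, cut at about 29% in these data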;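 further: 0% = Melanotan II alone and 100% = Melanotan II plus saturating MCL0020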
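System: U2OS-MC4R stable cell line; Technique: Eu-cAMP/anti-cAMP TR-FRET, emission 671 nm; Repeats: single well per compound; Also added: Melanotan II; Dosing: one concentration, 6.5 µM nominal; Schedule: 30-min compound, 1-h challenge, 1-h detection, room temperature.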
ABHD5 PLIN5 PPI – ABHD5-PLIN5 interaction inhibitors, primary screen, cell lysate, split luciferase complementation, luminescence; Perilipin-5 (Homo sapiens) + 1-acylglycerol-3-phosphate O-acyltransferase ABHD5 (Homo …; Split G. princeps luciferase complementation, 4 h; inhibition, % at 4 µM; 0.78% of 360,000 active; AID 602281, 2012;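 active means inhibition above the mean inhibition across every tested compound plus 3 SD, cut at about 22% in these data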;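 further: 0% = DMSO only wells and the 100% control is not disclosed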
MC4R barr agon – MC4R agonists recruiting beta-arrestin, primary screen, cell-based, luminescence, agonist arm of biased-ligand search. U2OS MC4R beta-arrestin complementation; percent of melanotan II response, DMSO zero. 0.98% of 360,000 active. activation, % at 8.9 µM;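 active means activation above a per-plate cutoff, the mean activation of sample wells on that plate plus 3 SD, cut at about 8% in these data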
TLR9-MyD88 inh – inhibitors of TLR9-MyD88 association in cells, primary screen, cell-based, CHO, BLA complementation, fluorescence | Toll-like receptor 9 (Homo sapiens) + Myeloid differentiation primary response protein … | CCF4 FRET ratio | inhibition, % at 4.98 µM | 0.21% of 340,000 active | AID 504734, 2011;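 active means inhibition above the mean over all tested compounds plus 3 SD, cut at about 21% in these data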;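 further: 0% = DMSO only wells and 100% = clavulanate BLA inhibitor control wells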
ABCB6 inh MLPCN – ABCB6 transporter inhibitors, primary screen, K562-ABCB6 cells, flow cytometry, MLPCN library; ATP-binding cassette sub-family B member 6 (Homo sapiens), Q9NP58; K562-ABCB6 porphyrin accumulation, 1 h; stronger effect = lower value; fluorescence ratio to DMSO, % at 10 µM; 0.19% of 360,000 active; AID 602162, 2011;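 active means fluorescence ratio to DMSO below 75%, the collection mean minus 3 SD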;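 further: signal is porphyrin accumulated inside mitochondria; 100% equals median channel fluorescence of DMSO control wells; lower ratio means ABCB6 inhibition with less porphyrin fluorescence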
Glyco luc inh – increase of ERlucT glycosylation luciferase signal, primary screen, N-linked glycosylation inhibitor project, D54 ERlucT cells, luminescence, set 2; D54 ERlucT glycosylation luciferase reporter, 24 h; percent of 100 nM tunicamycin response; 0.23% of 360,000 active; reporter increase, % at 12.5 µM;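 active means mean luciferase reporter signal, scaled so untreated is 0 and the glycosylation-blocking control 100, at or above a set limit in every replicate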;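 further: luciferase carries N-glycosylation sites so blocking glycosylation raises the light; 0% = median of neutral control wells and 100% = median of 100 nM tunicamycin wells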
NOD2-RIPK2 inh – NOD2-RIPK2 binding disruptors in cells, primary screen, fluorescence, CHO cells, BLA complementation; Receptor-interacting serine/threonine-protein kinase 2 (Homo sapiens), O43353; CCF4 ratio; inhibition, % at 4.98 µM; 0.38% of 360,000 active; in the data active means inhibition above about 21%;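 further: 0% = vehicle only and 100% = reference blocker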
The depositor's hits bear a star; . = not tested or not shown. These rows are one share of the data; count on the stated rates, not on these rows.

SMILES | NCOA2 inhibitor | m5-HT2A agonist | Cardio protect | MC4R antagonist | ABHD5 PLIN5 PPI | MC4R barr agon | TLR9-MyD88 inh | ABCB6 inh MLPCN | Glyco luc inh | NOD2-RIPK2 inh
O=C(Cc1c[nH]c2ccccc12)Nc1nccs1 | -6 | -3 | 0 | 4 | -5 | -2.4 | 5 | 88 | -2 | 1
Cc1oc2cc(O)ccc2c(=O)c1-c1ccccc1 | -5 | 3 | 0 | 23 | 0 | -0.6 | 1 | 95 | 0 | -13
O=C(N/N=C/c1ccccn1)c1cc(-c2ccc3ccccc3c2)n[nH]1 | -48 | -2 | 4 | 5 | -4 | 5.0 | -3 | 103 | 3 | 12
Cc1cccc(NC(=O)Nc2cccc3ccccc23)c1 | 7 | 1 | -2 | -14 | -7 | -0.5 | 10 | 94 | -1 | 1
CCC1CCCCN1CCCNC(=O)Cn1cc2c(n1)-c1c(oc(C(=O)N3CCCC3)c1C)CC2 (centres undefined) | -16 | 1 | 3 | -7 | 3 | 0.4 | -13 | 101 | 1 | -19
CC(C)N1CCCC(C)(C(=O)Nc2nc3ccccc3n2C)C1 (centres undefined) | -3 | 1 | 3 | 14 | -3 | -1.7 | . | 99 | 1 | -7
Cc1ccc(C)n1Cc1ccc(C(=O)O)cc1 | . | 0 | 1 | 0 | 2 | -2.1 | -15 | 107 | -2 | 10
CCOC(=O)c1ccc(N2C(=O)CC(N3CCC(O)(c4ccc(Br)cc4)CC3)C2=O)cc1 (centres undefined) | -17 | 2 | -23 | 2 | -8 | -0.8 | 1 | 100 | 1 | -1
Cc1cc(/C=N/NC(=O)C(O)(c2ccccc2)c2ccccc2)c(C)n1-c1ccccc1 | 6 | -1 | -16 | -15 | -9 | -1.9 | -1 | 100 | -4 | 5
O=C(CN1CCOCC1)NN=C(c1ccccc1)c1ccccc1 | -3 | 2 | -6 | -3 | 0 | -3.2 | -4 | 98 | 3 | -11
CCOC(=O)[C@]12CCC=C1N(Cc1ccccc1)C(=O)[C@H](CC(=O)N1CCCC1)C2 | 3 | 3 | . | . | -2 | . | . | 101 | . | 0
COc1ccc(C2=NCCn3nc4cc(OC)ccc4c32)cc1 | -26 | -2 | 1 | -5 | -4 | -0.5 | 0 | 90 | 0 | -8
O=C(CCn1c(=O)oc2ccccc21)NCCN1CCOCC1 | -19 | 6 | 10 | 0 | 4 | 0.6 | 0 | 103 | 3 | -12
CCSC1=NCCN1C(=O)c1ccc(S(=O)(=O)N(C)C)cc1 | -57 | 1 | 5 | 5 | -4 | 0.2 | -2 | 104 | 1 | 8
C/C(=N\O)c1ccc(N2C(=O)C3CC=C(Cl)CC3C2=O)cc1 (centres undefined) | -57 | 4 | 4 | -4 | -5 | -0.8 | 7 | 99 | -7 | -11
O=C(Cc1ccc2c(c1)CCCC2)Nc1ccccc1Br | 2 | -2 | -6 | 3 | -5 | 0.8 | 9 | 105 | -3 | -13
Cc1cccc(C(=O)NNC(=O)c2ccccc2O)c1 | -27 | 8 | 4 | 9 | 1 | -0.7 | 4 | 91 | -1 | 0
O=C(COC(=O)C1(c2ccccc2F)CCCC1)N1CCOCC1 | -5 | -2 | -4 | -1 | -2 | -2.0 | 10 | 100 | -1 | 1
Cc1cc(Cl)c(S(=O)(=O)NC2CCCCC2)cc1OCC(=O)Nc1nncs1 | -4 | 6 | -12 | 14 | 1 | -0.1 | -4 | 106 | 1 | -9
Clc1ccccc1CSC1=NCCN1 | -33 | -1 | -4 | -1 | -2 | -1.9 | -2 | 99 | 0 | 7
CCN1CCN(C(=O)c2cc(COc3ccc(F)cc3F)on2)[C@@H](C)C1=O | -10 | -3 | -6 | 6 | -8 | -2.9 | -9 | 97 | 0 | 5
CCn1nc(C(=O)Nc2cc(Cl)ccc2-n2cncn2)c2ccccc2c1=O | 2 | -4 | 0 | 6 | -2 | -2.7 | -8 | 94 | 2 | -11
COc1ccc(CNC(=O)C(OC(=O)c2ccco2)c2ccc(OC)cc2)cc1 (centres undefined) | -3 | 4 | 6 | 10 | 2 | -1.2 | -1 | 94 | -1 | -13
N#Cc1c(N)nc2c(c1-c1ccc3c(c1)OCO3)CCCCCC2 | 17 | 1 | -2 | 9 | 3 | 2.8 | -17 | 102 | 1 | -13
CC(=O)N1CCN(S(=O)(=O)c2ccc(C)cc2)C1C (centres undefined) | -11 | 0 | 6 | 11 | -5 | 0.4 | 1 | 104 | 1 | -2
CC(=O)c1c(C(C)=O)c(C)n(NC(=O)c2ccccc2O)c1C | -17 | 2 | -2 | 5 | 2 | -2.5 | -3 | 101 | 2 | -9
COC(=O)c1cccc(NC(=O)CSc2nc(C)cc(=O)[nH]2)c1 | -1 | 0 | 4 | 10 | -2 | -2.4 | 4 | 95 | 2 | -3
CC(C)(C)c1ccc(CC(=O)N2CCC2(C)C(=O)NS(=O)(=O)c2cccs2)cc1 (centres undefined) | -14 | -1 | -4 | 2 | -4 | 1.9 | . | 99 | -1 | -14
CNC(=O)c1csc(Cc2c(Cl)sc3ccc(Cl)cc23)n1 | -21 | -3 | -10 | 1 | -11 | 2.0 | 3 | 102 | 17 | -4
Cc1ccc(C(=O)Nc2ccc(C)c(S(=O)(=O)N3CCOCC3)c2)c(C)c1 | -6 | -7 | 4 | 0 | 2 | -2.5 | -2 | 101 | -4 | -12
Cc1ccc(S(=O)(=O)CCC(=O)OCC(=O)N2CCN(S(=O)(=O)c3ccc(Cl)cc3)CC2)cc1 | -18 | 8 | 0 | 11 | -3 | -0.5 | -9 | 100 | -2 | -10
O=c1c2cc(Br)ccc2[nH]c(=S)n1Cc1ccccc1 | -15 | -1 | -1 | 1 | -4 | 0.0 | 6 | 106 | -2 | 4
CC(=O)Nc1ccc(C(=O)OCC(=O)NC2CCCCCCC2)cc1 | -24 | 6 | -1 | 9 | -3 | -0.5 | -2 | 105 | 0 | -7
CCNC(=O)/C(C#N)=C/c1c(N2CCCCCC2)nc2ccccn2c1=O | -5 | -2 | 13 | 12 | 1 | 0.7 | -12 | 95 | 0 | -11
Cc1ccc(S(=O)(=O)Nc2cccc(Cl)c2)cc1NC(=O)c1cccnc1 | -2 | -4 | -2 | -2 | -4 | -1.4 | -2 | 102 | -3 | -7
Cc1c(-c2ccccc2)[n+](=O)c(-c2ccc(Cl)cc2)c(C)n1[O-] | 4 | 5 | -3 | 5 | -1 | -1.7 | -10 | 104 | -1 | -8
COC(=O)c1cc(NC(=O)c2c(C)noc2C)ccc1N1CCOCC1 | 23 | 0 | 6 | 1 | 3 | -1.8 | -3 | 99 | -2 | -3
CCCCOc1ncnc2c1[nH]c1ccc(C)cc12 | -21 | 7 | -12 | 4 | -20 | 2.9 | . | 104 | -8 | -4
CSCCC(NC(=O)c1ccccc1)C(=O)N1CC(C)OC(C)C1 (centres undefined) | -48 | -4 | 14 | 0 | 0 | -2.8 | -5 | 94 | 1 | -10
CCC(C(=O)Nc1nc(C)cs1)c1ccccc1 (centres undefined) | 9 | -2 | -4 | 9 | -5 | -1.4 | -9 | 97 | -2 | -12
CCOC(=O)N1CCC(NC(=O)C2CCCN(S(C)(=O)=O)C2)CC1 (centres undefined) | 7 | 0 | 4 | 1 | -9 | 1.0 | -11 | 99 | 0 | -1
Cn1c(SCCC#N)nnc1-c1ccccc1F | 14 | 0 | 0 | 2 | 0 | -0.4 | -1 | 105 | 1 | -7
CC(=O)CC1=NC(C)(C)Cc2ccccc21 | 14 | 0 | 8 | 13 | 1 | -0.9 | 12 | 93 | -1 | 0
O=C(Nc1ccc(N2CCCC2)cc1)c1cc(Br)ccc1Cl | 7 | -7 | 6 | 7 | 11 | -0.3 | 1 | 103 | 1 | 8
Cc1cc(C)c(NC(=O)c2cccc(NC(=O)c3ccco3)c2)c(C)c1 | 32 | -3 | 3 | 30* | -16 | -0.7 | -13 | 104 | -2 | 1
CC(=O)c1ccc(NC(=O)CSc2ccc3nnc(-c4ccccn4)n3n2)cc1 | 14 | 4 | -2 | 5 | 0 | 1.6 | -16 | 99 | 4 | 5
COc1cc(/C=C2/CCCC(C(=O)C(F)(F)F)=C2O)ccc1O | 14 | -2 | 12 | -2 | 3 | -1.5 | 4 | 105 | 3 | 3
COc1cccc(C(=O)/C=C/c2ccc(SC)cc2)c1 | -18 | -4 | -9 | 4 | 23* | -3.2 | -2 | 98 | 5 | -4
O=C1CN(S(=O)(=O)c2ccccc2)CCN1S(=O)(=O)c1ccccc1 | 10 | -1 | 7 | 16 | -3 | -0.7 | -2 | 101 | 3 | -8
Nc1ccc(C(O)(C(F)(F)F)C(F)(F)F)cc1 | 5 | 1 | 1 | -11 | 0 | 3.5 | 6 | 95 | 0 | 1
O=C(Cn1cc(C(F)(F)F)ccc1=O)N/N=C/c1ccc(Cl)cc1 | 1 | 1 | -5 | 14 | 0 | -1.1 | -4 | 100 | 3 | -6
CC1CCN(S(=O)(=O)c2ccc(NC(=O)CN3CCN(C)CC3)cc2)CC1 | 3 | 4 | 4 | 14 | 3 | -0.1 | -5 | 102 | -1 | -4
COc1cc(NC(=O)c2ccccc2C)c(OC)cc1NC(=O)CN1CCOCC1 | -15 | 2 | 10 | 0 | 1 | -2.7 | 2 | 99 | -1 | -2
Cc1ccc(C(=O)NC(=S)Nc2ccc(N3CCN(C(=O)c4ccco4)CC3)cc2)cc1 | 4 | -4 | -9 | 0 | -8 | -3.0 | 1 | 95 | -1 | -3
Cc1ccc(NC(=O)CN2C(=O)c3ccccc3C2=O)cc1 | -5 | -1 | 0 | -1 | 4 | -1.2 | 4 | 99 | 3 | -6
COC(=O)Cc1cc(=O)n2[nH]c(C)c(-c3ccccc3)c2n1 | -11 | 8 | 18 | 12 | -5 | -0.4 | -5 | 103 | 2 | 5
Cc1cccc(NC(=S)N2CCC(N(C)CC3CCCO3)CC2)c1C (centres undefined) | -10 | -1 | 1 | 8 | 0 | 0.7 | 11 | 99 | -2 | -13
